V-ATPase pH – regulators of yeast V-ATPase proton transport. AID 504577. S. cerevisiae, pHLuorin cytosolic pH fluorescence. response, % at 10 µM. 350,000 compounds, 0.37% hits; in the data active means response mostly above about 7.3%, no sharp cut-off; inactive means mostly below about 5.4%; further: actives read high; inactives centre near 0; some compounds called inactive have numbers as strong as hits; reference of the scale not given here
DSG3 Ab inh – blocks pemphigus antibody binding to human desmoglein-3 | P32926 | DSG3-coupled beads, scFv-anti-DSG3-GFP binding, flow cytometry; stronger effect = lower value | binding (percent of control), % at 10 µM | 310,000 compounds, 0.48% hits | AID 588358;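 active means binding more than 3 SD below its plate's average and above zero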; further: some compounds called inactive have numbers as strong as hits
MOR-DOR inv ag – mu-delta opioid heterodimer inverse agonism; 340,000 compounds, 0.21% hits; P35372+P41143; cell-based MOR-DOR heterodimer luminescence; inhibition, % at 9.3 µM; AID 504357; in the data active means inhibition above about 22%, passing the limit was not always enough;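 further: 0% = cells with DMSO and 100% = wells without cells with DMSO; values of inactives mirror those of a sister screen read the other way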
OPRM1-OPRD1 ag – agonists of human mu-delta opioid receptor heterodimerization; P35372+P41143; 340,000 compounds, 0.3% hits; AID 504326; activation, % at 9.3 µM; cells, OPRM1-OPRD1 heterodimerization, luminescence; in the data active means activation above about 18%;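 further: 0% = vehicle-treated cells and 100% = reference agonist; values of inactives mirror those of a sister screen read the other way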
PKA-R1A activ – PKA-R1A complex activation. P00514+P68181. PKA-R1A dissociation, Cy5-IP20 fluorescence polarization; scaled: DMSO 0%, 113 µM cGMP 100%. activation, % at 11.4 µM. 340,000 compounds, 0.083% hits. AID 504707;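 active means percent activation above the mean of all tested compounds plus 3 SD, cut at about 19% in these data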;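 further: higher means more PKAc released from R1A so a rise in polarization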
PKA-R2B act – activates the human PKA-R2B holoenzyme complex. activation, % at 11.4 µM. 340,000 compounds, 0.079% hits. PKA-R2B holoenzyme dissociation, Cy5-IP20 fluorescence polarization; R2B truncated from residue 108, S112A mutant; 0% DMSO only, 100% 113 µM cGMP. P22694+P31323;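 active means activation above a cutoff set at the mean over all compounds plus 3 SD, cut at about 18% in these data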;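 further: higher means more holoenzyme dissociation and a rise in polarization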
HTR5A ag ctr – HTR5A agonism, opioid heterodimer counter-screen. P47898. HTR5A agonist assay, luminescence, cell-based. activation, % at 9.3 µM. 340,000 compounds, 0.61% hits. AID 504692; in the data active means activation mostly above about 9.5%, no sharp cut-off; inactive means mostly below about 7.6%;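 further: 0% = cells with vehicle only and 100% = reference agonist; strong numbers were not always called active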
Target sequence (P47898 whole entry, looked up): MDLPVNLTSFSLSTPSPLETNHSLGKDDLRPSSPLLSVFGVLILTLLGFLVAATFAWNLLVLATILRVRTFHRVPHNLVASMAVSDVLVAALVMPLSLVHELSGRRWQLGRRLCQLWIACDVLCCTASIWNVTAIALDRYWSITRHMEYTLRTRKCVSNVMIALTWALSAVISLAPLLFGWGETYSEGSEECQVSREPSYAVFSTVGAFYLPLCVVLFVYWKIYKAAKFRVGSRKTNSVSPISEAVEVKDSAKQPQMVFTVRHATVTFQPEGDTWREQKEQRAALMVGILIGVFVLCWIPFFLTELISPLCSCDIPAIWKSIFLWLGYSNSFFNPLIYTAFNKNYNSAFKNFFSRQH
DAGLB inh – diacylglycerol lipase beta (human) inhibition; inhibition, % at 5.17 µM; HEK293T DAGLB membrane lysate, EnzChek fluorogenic substrate; AID 504411; Q8NCG7; 340,000 compounds, 0.059% hits; in the data active means inhibition above about 34%;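 further: 0% = enzyme with vehicle and 100% = wells lacking enzyme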
Target sequence (Q8NCG7 whole entry, looked up): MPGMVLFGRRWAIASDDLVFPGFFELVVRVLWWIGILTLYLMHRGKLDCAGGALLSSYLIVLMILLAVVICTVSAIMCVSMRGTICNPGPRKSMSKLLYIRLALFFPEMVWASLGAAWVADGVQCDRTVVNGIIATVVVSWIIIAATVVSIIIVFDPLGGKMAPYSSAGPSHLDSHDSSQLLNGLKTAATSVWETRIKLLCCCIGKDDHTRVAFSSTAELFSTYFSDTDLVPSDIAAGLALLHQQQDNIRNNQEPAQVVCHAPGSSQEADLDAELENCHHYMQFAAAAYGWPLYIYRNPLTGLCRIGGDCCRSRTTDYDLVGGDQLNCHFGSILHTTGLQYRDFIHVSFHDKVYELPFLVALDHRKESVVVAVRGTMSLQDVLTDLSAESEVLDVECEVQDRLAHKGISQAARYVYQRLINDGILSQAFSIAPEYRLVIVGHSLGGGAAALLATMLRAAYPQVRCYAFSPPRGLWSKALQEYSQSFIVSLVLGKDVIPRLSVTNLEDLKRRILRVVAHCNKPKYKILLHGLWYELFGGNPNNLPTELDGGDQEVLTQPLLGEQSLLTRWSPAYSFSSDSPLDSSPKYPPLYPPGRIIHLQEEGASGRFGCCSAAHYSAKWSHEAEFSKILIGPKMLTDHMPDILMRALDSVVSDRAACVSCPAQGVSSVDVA
HTR5A inv ag – counter-screen for OPRM1-OPRD1 inverse agonists: human HTR5A inverse agonism; P47898; HTR5A cell line, luminescence; inhibition, % at 9.3 µM; 340,000 compounds, 0.083% hits; in the data active means inhibition mostly above about 23%, no sharp cut-off; inactive means mostly below about 18%;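 further: 0% = cells with DMSO and 100% = no-cell wells with DMSO; some compounds called inactive have numbers as strong as hits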
Arrestin-AP2 inh – inhibitors of human beta-arrestin and AP2 interaction | FITC-arrestin peptide / GST-AP2 beads, flow cytometry; AP2 beta2 appendage carries R879A mutation | inhibition, % at 10 µM | 340,000 compounds, 0.31% hits | AID 504490;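 active means inhibition above a set limit, near 3 SD of compounds lacking own fluorescence, cut at about 54% in these data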;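 further: plate controls were DMSO wells for no effect and 5 µM unlabelled arrestin peptide for full effect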
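system = GST-tagged AP2 beta2-adaptin appendage (R879A) on 4 µm glutathione beads | reagent = FITC-labelled arrestin peptide probe, 50 nM final | schedule = compound with beads 12 min RT, then probe 1 h RT | signal = HyperCyt-sampled flow cytometry, FL1 channel, ex 488/em 535 nm | read-out = percent response from loss of bead-bound FITC fluorescence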
* marks the source's active call; other numbers are inactive results; . = no result given. This is a random part of the collection; about 2.4% have a hit in one of these screens.

item	compound	V-ATPase pH	DSG3 Ab inh	MOR-DOR inv ag	OPRM1-OPRD1 ag	PKA-R1A activ	PKA-R2B act	HTR5A ag ctr	DAGLB inh	HTR5A inv ag	Arrestin-AP2 inh
1	CC(C)(C)OC(=O)C[C@H]1C/C=C\C[C@H](CC(=O)N(CCO)Cc2ccccc2)C(=O)NC[C@H](c2ccccc2)OC1=O	5	106	20	-3.5	8	5	-3	2	6	.
2	CC(C)[C@H](NS(=O)(=O)c1ccccc1)C(=O)Nc1ccccc1N1CCOCC1	-1	102	11	-2.7	12	5	4	-2	-10	6
3	C[C@H](CO)N1C[C@H](C)[C@H](CN(C)Cc2ccncc2)Oc2cc(-c3ccccc3F)ccc2S1(=O)=O	-1	.	.	.	-2	-6	.	4	.	.
4	COC(=O)C1(c2ccccc2)NC(c2cccs2)C2C(=O)N(C)C(=O)C21 (configuration not stated)	5	102	9	-1.7	-2	-2	13	1	-12	20
5	CCCc1cc(=O)[nH]c(SCC(=O)NCCN2C(=O)CSC2=O)n1	1	.	6	-1.6	-3	1	0	0	1	7
6	O=C1C2CCc3ccccc3C2N1c1ccccc1 (configuration not stated)	1	96	5	-1.0	-5	-1	4	-1	7	-19
7	COc1cc(C)c(S(=O)(=O)Nc2ccccc2F)cc1C	-1	112	-10	1.8	-3	7	2	-4	-6	4
8	COP(=O)(OC)c1nc(-c2ccc([N+](=O)[O-])cc2)oc1N1CCCCC1	0	.	-2	0.5	1	0	-1	-1	4	0
9	COc1cc(C(=O)N2CCN(C(=O)C3CC3)CC2)cc(OC)c1OC	4	.	17	-4.0	0	12	5	-2	6	-4
10	CC(C)(C)C(=O)NC1CC2CCCC(C1)N2C(=O)Nc1ccccc1F (configuration not stated)	2	113	8	-1.5	-15	-8	7	-1	-1	-8
11	Cc1ccsc1/C=N/NC(=O)CNC(=O)c1c(F)cccc1Cl	1	101	11	-2.1	-6	8	4	0	9	2
12	O=C(NCC1CCCO1)C1CCN(CC2CCCCC2)CC1 (configuration not stated)	1	110	13	-2.4	-12	-4	-3	-1	9	-7
13	COc1ccccc1CNC(=O)C1CCN(C(=O)NC2CCCCC2)CC1	0	95	11	-2.2	-7	-3	6	-2	4	8
14	CCCCNC(=O)CCc1c(C)nc2c(c(C)nn2-c2ccccc2)c1C	-1	106	10	-1.9	-8	-7	-1	-2	4	1
15	CCOc1cc2[nH]c(=O)n(CCCCC(=O)N3CCCCCC3)c(=O)c2cc1OCC	1	.	0	0.1	-1	-7	-3	2	7	-13
16	CC(C)(C)c1ccc(NNC(=O)C2CCC2)cc1	-2	114	34*	-6.7	13	8	-3	0	2	19
17	O=C(c1cc2ccccc2oc1=O)N(Cc1cccs1)C1CCS(=O)(=O)C1 (configuration not stated)	7	104	11	-2.4	-14	-3	-2	0	2	19
18	Cc1cc(C)n(-c2ccc(C(=O)N3CC(C)OC(C)C3)cc2)n1 (configuration not stated)	1	98	8	-1.6	-2	3	0	2	-1	48
19	Brc1cnc(N2CCCC2)nc1N1CCCCC1	-1	107	-6	1.1	-1	12	3	-9	-8	29
20	O=C(CN1CCN(Cc2ccccc2)CC1)NCCc1ccccc1	-1	89	6	-1.2	-3	-5	-2	0	9	-12
21	CCOc1ccc(S(=O)(=O)NCCC(=O)OCC(=O)N2CC(=O)Nc3ccccc32)cc1	2	100	3	-0.6	4	-3	-4	-1	10	0
22	O=C1CC(c2ccccc2)(c2ccccc2)c2ccccc21	-4	99	-29	5.9	13	6	2	-4	-6	-8
23	COc1ccc(Cl)cc1S(=O)(=O)Nc1ccc(Cl)cn1	-7	86	10	-1.7	7	2	-3	1	13	12
24	COc1ccc(N2CCN(C(=O)c3cccc(S(=O)(=O)N4CCOCC4)c3)CC2)cc1	9	.	-16	4.0	10	9	-3	2	8	8
25	O=C(O)CCSc1nnc(SCC(=O)NCC(F)(F)F)s1	5	98	9	-1.6	6	-1	-1	-1	-3	1
26	Cn1c(=O)c2c(ncn2CCCC(=N)N2CCOCC2)n(C)c1=O	1	116	15	-3.1	-12	-10	-4	-1	-30	-5
27	CCn1ncc(C2=NOC(C(=O)NCCc3ccccc3)C2)c1C (configuration not stated)	9	103	0	-0.1	7	6	2	-1	-7	-10
28	O=C(NCCc1ccccc1)C(=O)Nc1ccc([N+](=O)[O-])cc1	0	83	15	-2.4	-3	14	1	-1	-2	5
29	NC(=O)CSc1nnc(Cn2cnc3ccccc32)o1	-2	98	14	-2.7	-3	-12	-4	-4	24	47
30	Cc1nc(NCc2ccccn2)c2ccccc2n1	1	121	10	-1.8	-5	-4	5	-1	-22	44
31	C/C(=N\Nc1ccccc1[N+](=O)[O-])c1ccc(N2CCOCC2)cc1	-2	95	3	-0.6	3	-5	1	4	-2	-23
32	CC1CN(C(=O)CCC(=O)NCc2ccccc2)c2cc(Cl)ccc2O1 (configuration not stated)	-3	97	5	-0.9	10	-8	9	-1	-16	1
33	FC(F)(F)c1cccc(NC(=S)N2CCN(c3ccccn3)CC2)c1	.	97	-2	0.2	6	-5	2	0	4	-14
34	Cc1n[nH]c(=S)n1/N=C/c1ccc(Br)o1	0	101	14	-2.5	-3	1	3	-4	-9	-2
35	O=C(Cc1cccs1)Nc1ccccc1NC(=O)Cc1cccs1	-5	101	-1	0.1	-2	-9	-2	-1	-3	12
36	CCCCCC(=O)N(Cc1ccccc1)c1c(N)n(CCOC)c(=O)[nH]c1=O	-4	93	0	0.0	5	-8	2	-3	-1	1
37	COCc1ccc(CN2CCCC(CCC(=O)NCc3ccc(C)o3)C2)o1 (configuration not stated)	-1	.	-1	0.2	-18	-5	1	0	-3	-7
38	O=C(N/N=C/c1ccc([N+](=O)[O-])cc1)c1ccc2nc[nH]c2c1	-1	99	-12	2.1	-10	-1	0	-2	1	14
39	CC(C)c1nc(SCc2c(F)cccc2Cl)c2c(=O)n(C)c(=O)n(C)c2n1	3	100	-7	1.2	-3	-6	2	-5	8	-2
40	CC(C)Oc1cccc(C(=O)C2CCCN(C(=O)c3ccccn3)C2)c1 (configuration not stated)	-1	100	8	-1.5	-4	-10	1	-2	15	30
41	O=C(NCc1ccc2c(c1)OCO2)c1cc2n(n1)C(C(F)(F)F)CC(c1ccc3c(c1)OCO3)N2 (configuration not stated)	3	95	-16	3.0	-5	-3	-4	-1	-35	-4
42	O=C(OCC(=O)c1c[nH]c2ccccc12)c1cccc(S(=O)(=O)N2CCCCCC2)c1	4	100	-19	3.6	1	-9	2	2	-10	17
43	Cc1ccc(-c2nn(C)c(=O)c3ccccc23)cc1CNC(=O)CN1CCOCC1	1	109	1	-0.2	7	-7	-1	4	-6	-4
44	COc1cc(OC)cc(-c2c(-c3cccs3)c3cc(-c4ccc(OC)c(F)c4)ccc3n2C)c1	2	97	21	-3.8	3	-3	-2	-1	-5	4
45	CC(C)N(CCNC(=O)c1ccc(NC2=NC3CS(=O)(=O)CC3S2)cc1)Cc1ccco1 (configuration not stated)	2	108	12	-2.2	-7	5	-1	1	10	6
46	CC(OC(=O)c1cccc(NS(C)(=O)=O)c1)C(=O)Nc1ccc2c(c1)OCO2 (configuration not stated)	-2	.	16	-4.1	-6	-4	-3	0	7	3
47	CC(C)(CNC(=O)CC1C(=O)NCCN1Cc1cccc(F)c1)N1CCOCC1 (configuration not stated)	1	111	23	-4.6	-8	0	-1	2	-9	-8
48	Cc1cc(C(=O)OCC(=O)N2CCN(C(=O)c3ccco3)CC2)c(C)n1-c1ccc(F)cc1	2	94	10	-1.6	-11	2	0	2	25	-3
49	COc1cccc(CN(C)C[C@H]2OCc3cnnn3CCCC(=O)N([C@H](C)CO)C[C@@H]2C)c1	1	.	.	.	6	5	.	0	.	.
50	Cc1ccc(C)c(S(=O)(=O)N2CCCOC2CNC(=O)C(=O)NCCC2=CCCCC2)c1 (configuration not stated)	1	.	9	-1.8	-3	-8	-2	1	3	4
51	O=C(NC(=S)NCCc1ccc(Cl)cc1)c1ccco1	0	89	-2	0.4	3	0	-2	-5	0	-3
52	Cc1cccc(C)c1NC(=O)CN(C)C(=O)c1ccc(-n2cncn2)c([N+](=O)[O-])c1	-9	103	-2	0.3	-14	-2	1	0	-1	-4
53	CC(C)(C)c1ccc(Cn2cnc(-c3ccc([N+](=O)[O-])cc3)c2)cc1	1	85	-36	6.8	-5	-15	-1	-4	-6	6
54	Cc1ccc(NS(=O)(=O)c2ccc3c(c2)NC(=O)CC(=O)N3)cc1C	-1	99	-3	0.7	0	-12	8	1	-23	2

A different layout for ten compounds above.
45) CC(C)N(CCNC(=O)c1ccc(NC2=NC3CS(=O)(=O)CC3S2)cc1)Cc1ccco1 (configuration not stated)
46) CC(OC(=O)c1cccc(NS(C)(=O)=O)c1)C(=O)Nc1ccc2c(c1)OCO2 (configuration not stated)
47) CC(C)(CNC(=O)CC1C(=O)NCCN1Cc1cccc(F)c1)N1CCOCC1 (configuration not stated)
48) Cc1cc(C(=O)OCC(=O)N2CCN(C(=O)c3ccco3)CC2)c(C)n1-c1ccc(F)cc1
49) COc1cccc(CN(C)C[C@H]2OCc3cnnn3CCCC(=O)N([C@H](C)CO)C[C@@H]2C)c1
50) Cc1ccc(C)c(S(=O)(=O)N2CCCOC2CNC(=O)C(=O)NCCC2=CCCCC2)c1 (configuration not stated)
51) O=C(NC(=S)NCCc1ccc(Cl)cc1)c1ccco1

| screen / no. | 45 | 46 | 47 | 48 | 49 | 50 | 51 |
| --- | --- | --- | --- | --- | --- | --- | --- |
| V-ATPase pH | 2 | -2 | 1 | 2 | 1 | 1 | 0 |
| DSG3 Ab inh | 108 | . | 111 | 94 | . | . | 89 |
| MOR-DOR inv ag | 12 | 16 | 23 | 10 | . | 9 | -2 |
| OPRM1-OPRD1 ag | -2.2 | -4.1 | -4.6 | -1.6 | . | -1.8 | 0.4 |
| PKA-R1A activ | -7 | -6 | -8 | -11 | 6 | -3 | 3 |
| PKA-R2B act | 5 | -4 | 0 | 2 | 5 | -8 | 0 |
| HTR5A ag ctr | -1 | -3 | -1 | 0 | . | -2 | -2 |
| DAGLB inh | 1 | 0 | 2 | 2 | 0 | 1 | -5 |
| HTR5A inv ag | 10 | 7 | -9 | 25 | . | 3 | 0 |
| Arrestin-AP2 inh | 6 | 3 | -8 | -3 | . | 4 | -3 |

52) Cc1cccc(C)c1NC(=O)CN(C)C(=O)c1ccc(-n2cncn2)c([N+](=O)[O-])c1
53) CC(C)(C)c1ccc(Cn2cnc(-c3ccc([N+](=O)[O-])cc3)c2)cc1
54) Cc1ccc(NS(=O)(=O)c2ccc3c(c2)NC(=O)CC(=O)N3)cc1C

| screen / no. | 52 | 53 | 54 |
| --- | --- | --- | --- |
| V-ATPase pH | -9 | 1 | -1 |
| DSG3 Ab inh | 103 | 85 | 99 |
| MOR-DOR inv ag | -2 | -36 | -3 |
| OPRM1-OPRD1 ag | 0.3 | 6.8 | 0.7 |
| PKA-R1A activ | -14 | -5 | 0 |
| PKA-R2B act | -2 | -15 | -12 |
| HTR5A ag ctr | 1 | -1 | 8 |
| DAGLB inh | 0 | -4 | 1 |
| HTR5A inv ag | -1 | -6 | -23 |
| Arrestin-AP2 inh | -4 | 6 | 2 |
